ZTA DNA inh = counter-screen for EBNA-1 inhibitors: inhibitors of Epstein-Barr virus ZTA | P03206 | ZTA-DNA binding, fluorescence polarization | inhibition, % at 11 µM | 0.15% of 320,000 active; in the data active means inhibition above about 33%
Target sequence (P03206 whole entry, looked up): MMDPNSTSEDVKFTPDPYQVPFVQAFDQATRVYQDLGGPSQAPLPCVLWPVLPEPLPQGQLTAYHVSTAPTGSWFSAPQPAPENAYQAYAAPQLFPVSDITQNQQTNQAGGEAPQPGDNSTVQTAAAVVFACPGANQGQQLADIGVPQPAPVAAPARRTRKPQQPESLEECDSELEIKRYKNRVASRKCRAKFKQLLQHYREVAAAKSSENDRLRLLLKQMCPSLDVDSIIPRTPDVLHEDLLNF
EBNA-1 inh = blocks EBNA-1 binding to DNA. EBNA-1 DNA binding, fluorescence polarization. inhibition, % at 14.8 µM. 0.34% of 300,000 active. AID 1950; in the data active means inhibition above about 28%
LYPLA1 counter = blocks human lysophospholipase 1, a PME1 counter-screen. AID 2174. 0.16% of 320,000 active. recombinant LYPLA1, FP-Rh probe fluorescence polarization. inhibition, % at 5.9 µM. O75608;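 active means inhibition above the mean of all tested compounds plus 3 SD, set per campaign, cut at about 14% in these data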;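 further: inhibitors block serine hydrolase probe labeling of LYPLA1 so polarization falls; 0% = enzyme with DMSO and 100% = wells lacking LYPLA1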
Target sequence (O75608 whole entry, looked up): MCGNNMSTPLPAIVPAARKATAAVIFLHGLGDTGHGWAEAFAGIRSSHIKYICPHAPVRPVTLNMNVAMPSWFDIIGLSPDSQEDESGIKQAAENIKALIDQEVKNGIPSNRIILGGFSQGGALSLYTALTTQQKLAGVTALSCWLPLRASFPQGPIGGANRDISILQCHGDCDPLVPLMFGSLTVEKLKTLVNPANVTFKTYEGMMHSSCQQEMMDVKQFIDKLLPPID
PAFAH2 FP inh = inhibitors of human PAFAH2; Q99487; inhibition, % at 3.39 µM; 0.99% of 340,000 active; recombinant PAFAH2, FP-rhodamine activity probe, fluorescence polarization;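 active means inhibition above the mean over all tested compounds plus 3 SD, cut at about 30% in these data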;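 further: inhibitors block probe labeling of enzyme so polarization drops; 0% = enzyme with DMSO and 100% = wells lacking PAFAH2 protein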
GSTO1 inh = GSTO1 inhibition, counter-screen for RBBP9 inhibitors. P78417. recombinant GSTO1, activity-based probe fluorescence polarization. inhibition, % at 5.96 µM. 1.1% of 300,000 active. AID 1974;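 active means inhibition above the campaign mean inhibition plus 3 SD, cut at about 35% in these data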;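 further: 0% = GSTO1-1 with DMSO and 100% = wells lacking GSTO1-1 enzyme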
PREPL inh = inhibits the human prolyl oligopeptidase-like enzyme. Q4J6C6. recombinant PREPL, fluorescence polarization activity-based probe. inhibition, % at 5.96 µM. 0.68% of 320,000 active. AID 2751; in the data active means inhibition above about 43%;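 further: 0% = enzyme with DMSO and 100% = wells lacking enzyme; many of its hits are not listed in these tables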
PAFAH1B3 inh = blocks human PAF acetylhydrolase 1B catalytic subunit 3; inhibition, % at 3.39 µM; recombinant PAFAH1B3, FP-rhodamine probe, fluorescence polarization; AID 492972; 0.28% of 340,000 active;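 active means inhibition above the screen-wide average of all tested compounds plus 3 SD, cut at about 25% in these data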;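 further: 0% = enzyme with DMSO only and 100% = wells lacking PAFAH1B3 protein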
Target sequence (Q15102 whole entry, looked up): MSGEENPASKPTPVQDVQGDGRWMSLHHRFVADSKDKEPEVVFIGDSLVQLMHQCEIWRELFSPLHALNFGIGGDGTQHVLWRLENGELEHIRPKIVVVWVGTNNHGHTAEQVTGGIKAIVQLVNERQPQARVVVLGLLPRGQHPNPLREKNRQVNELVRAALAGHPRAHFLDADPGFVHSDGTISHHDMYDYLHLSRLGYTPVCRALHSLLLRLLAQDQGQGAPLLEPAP
PAD4 FP inh = inhibitors of human PAD4 | 0.41% of 330,000 active | inhibition, % at 6.36 µM | Q9UM07 | AID 485272 | recombinant PAD4, RCA probe fluorescence polarization;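 active means percent inhibition above a cutoff equal to the mean of all tested compounds plus 3 SD, cut at about 15% in these data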;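 further: 0% = PAD4 with RCA probe and DMSO and 100% = probe without PAD4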
LYPLA2 inh = counter-screen for PME1 inhibitors: inhibitors of human LYPLA2; O95372; recombinant LYPLA2, FP-Rh probe fluorescence polarization; inhibition, % at 5.9 µM; 0.38% of 320,000 active; AID 2177;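 active means inhibition above the screen-wide mean plus 3 SD, limit set per campaign, cut at about 26% in these data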;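 further: 0% = LYPLA2 with DMSO and 100% = wells lacking LYPLA2 enzyme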
Target sequence (O95372 whole entry, looked up): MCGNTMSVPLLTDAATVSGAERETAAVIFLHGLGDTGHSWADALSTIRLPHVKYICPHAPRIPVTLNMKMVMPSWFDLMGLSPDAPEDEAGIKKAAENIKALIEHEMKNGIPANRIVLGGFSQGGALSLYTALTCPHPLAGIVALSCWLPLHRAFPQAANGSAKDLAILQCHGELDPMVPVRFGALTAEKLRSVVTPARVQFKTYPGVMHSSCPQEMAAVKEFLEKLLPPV
* = called active by the depositor; . = no result given.

SMILES	ZTA DNA inh	EBNA-1 inh	LYPLA1 counter	PAFAH2 FP inh	GSTO1 inh	PREPL inh	PAFAH1B3 inh	PAD4 FP inh	LYPLA2 inh
c1ccc(-c2nnc(SCC3CCCO3)nc2-c2ccccc2)cc1 (configuration not stated)	-7	-16	1	7	-6	12	5	0	0
Cc1ccc(C)c(-n2c3nc(=O)n(C)c(=O)c-3cc3ccccc32)c1	-7	-4	-1	4	6	8	4	6	8
CCOC(=O)C(=O)NNc1ccc(C)cc1	-8	-10	-4	3	8	17	-1	1	-1
O=Cc1sc(N2CCOCC2)nc1-c1ccccc1	-5	5	1	.	-5	-2	.	-5	0
O=C(CSc1nccn1-c1ccc(F)cc1)NCc1ccc2c(c1)OCO2	-6	0	0	-2	8	4	2	-1	2
O=C(CCn1cnc(-c2ccccc2)c1-c1ccccc1)N/N=C/c1ccccc1O	3	-3	-8	-1	-1	-10	4	0	-3
COc1ccc(CC(=O)Nc2ccccc2N2CCCCC2)cc1OC	3	4	1	.	9	1	.	1	-4
Oc1ccc(N=Nc2ccc3ccccc3c2)cc1	3	-19	-13	-1	6	3	7	-9	-10
CCOC(=O)c1sc(=S)n(-c2cccc(OC)c2)c1N	-11	-8	-1	0	4	-2	7	-1	4
CC(C)C[C@H](NC(=O)N1CCn2c1nc1ccccc12)C(=O)N[C@H](Cc1ccccc1)C(=O)O	-5	10	2	3	-14	13	1	-6	4
CCOc1cc(C(=O)Nc2cc(=O)n(C)c(=O)n2C)cc(OCC)c1OCC	0	10	2	-2	3	17	12	-1	11
COc1ccc(CCNC(=O)Cc2ccccc2)cc1OC	-12	2	2	-5	-3	-9	5	3	4

As entered above:
EBNA-1 inh with COc1ccc(CCNC(=O)Cc2ccccc2)cc1OC → 2
PAD4 FP inh with c1ccc(-c2nnc(SCC3CCCO3)nc2-c2ccccc2)cc1 (configuration not stated) → 0
PAD4 FP inh with O=C(CCn1cnc(-c2ccccc2)c1-c1ccccc1)N/N=C/c1ccccc1O → 0

Remaining list, next part:
SMILES	ZTA DNA inh	EBNA-1 inh	LYPLA1 counter	PAFAH2 FP inh	GSTO1 inh	PREPL inh	PAFAH1B3 inh	PAD4 FP inh	LYPLA2 inh
COc1ccc2occ(C(=O)c3coc4ccc(O)c(CN(C)C)c34)c2c1	4	-5	0	6	28	35	-4	1	9
CN1CCN(c2ccccc2NC(=S)NC(=O)c2cc3ccccc3o2)CC1	4	-2	2	-1	0	5	-1	-5	-3
COc1ccc(NC(=O)C2CCN(C(=O)c3ccco3)CC2)c(OC)c1	-22	-9	0	4	4	6	7	-3	-2
Cc1cc(OC(C)C(=O)NCC2CCC(C(=O)O)CC2)c2c(C)c(Cc3ccccc3)c(=O)oc2c1 (configuration not stated)	9	1	0	8	-7	10	8	2	9
Cc1nnc(SCC(=O)Nc2cccc(C(F)(F)F)c2)n1Cc1ccco1	0	-12	-1	-5	1	-3	-1	0	1
O=CN1CCN(C(=O)Cc2ccc([N+](=O)[O-])cc2)CC1	-2	5	-3	-1	4	16	3	-3	9
CC(=O)Cc1nsc(Nc2ccccc2)n1	8	-4	0	-5	-1	11	0	1	-2
CCOC(=O)c1[nH]c(C)c(C(=O)N(C)C)c1C	10	14	-1	-2	1	13	1	-1	1
Cc1cc(C)n(-c2cc(N3CCN(S(=O)(=O)c4ccc(Br)cc4)CC3)ccc2[N+](=O)[O-])n1	-4	-6	-2	-6	-3	9	1	1	0
CCOC(=O)C(NC(=O)c1ccc(OC)cc1)(Nc1cc(C)on1)C(F)(F)F (configuration not stated)	-1	-4	-2	3	3	0	9	1	4
Cc1cc(C)c(C)c(S(=O)(=O)NCc2ccc(C(=O)N3CCOCC3)cc2)c1C	-6	-5	-3	-10	5	6	14	1	2
Cc1ccc(CNC(=O)Cc2csc(Nc3nc(=S)[nH]c4ccccc34)n2)cc1	8	4	-4	.	2	13	.	-4	-3
CCOc1c(C)cc(S(=O)(=O)NCc2cccnc2)c(C)c1C	-6	-14	-1	1	-2	-3	4	3	2
CCOC(=O)N1CCN(S(=O)(=O)c2ccc(F)c(C(=O)Nc3cc(C)cc(C)c3)c2)CC1	-2	8	-2	-1	-2	8	-6	4	5
COc1ccccc1OCC(=O)N1CCCC(Nc2cccc(F)c2)C1 (configuration not stated)	-3	-2	-6	4	6	-10	-4	-7	-7
CCOc1cc(C=C2C(=O)c3ccccc3C2=O)ccc1OCC(=O)Nc1ccc(C)cc1	-11	9	-1	7	-1	9	-1	-5	4
COc1ccc(-c2ccc(OC)cc2C(=O)O)cc1	21	7	1	4	-9	-5	1	-3	7
O=C(Nc1ccncc1)c1ccc2c(c1)C(=O)N(C1CCCCC1)C2=O	-4	-7	26*	-13	1	-1	-4	3	52*
COc1c(C(=O)Nc2ccc3[nH]c(=O)[nH]c3c2)cc2ccccc2c1Br	15	0	-1	3	6	3	2	-7	-3
c1ccc(CSc2ncnc3c2oc2ccccc23)cc1	1	1	-1	-3	5	-4	3	-4	-1
O=C1NC(c2ccccc2Br)=N/C1=C\c1ccco1	-15	-5	-2	5	1	1	5	-5	2
CC(C)(C)n1nnnc1C(c1cccc(C#N)c1)N1CCCc2ccccc21 (configuration not stated)	44*	13	2	-4	1	9	1	-2	1
CCCC(C)NNC(=O)c1cc2ccccc2[nH]1 (configuration not stated)	-4	4	-2	9	1	7	5	-5	3
CS(=O)(=O)N(CC(=O)Nc1c(F)cccc1F)c1cccc([N+](=O)[O-])c1	-5	9	0	5	7	8	9	1	2
CCOc1ccc(Br)cc1S(=O)(=O)Nc1ccccc1N1CCOCC1	-30	-13	-1	7	-3	6	3	-1	-2
CC1=C(C)CC2C(=O)N(c3cccc4ccccc34)C(=O)C2C1 (configuration not stated)	-9	2	-3	-1	3	3	-2	3	-6
COc1ccc(C(C)=O)cc1COC(=O)CSC(C)C(=O)Nc1cc(C)on1 (configuration not stated)	14	-7	1	0	1	13	5	5	0
Cc1ccc(OCC(O)CN2C(=O)NC(C)(C)C2=O)cc1C (configuration not stated)	-5	6	4	7	1	-9	13	-4	5
CCOc1ccc2noc3c2c1C(=O)c1ccccc1-3	2	-10	20*	31*	40*	23	19	135*	24
O=C(NCc1ccncc1)c1cncc(Br)c1	-8	-9	-4	1	17	5	8	-2	-3
COc1ccccc1C/C(N)=N/OC(=O)c1cccc([N+](=O)[O-])c1	7	2	1	4	7	-3	4	0	10
Cc1cc(C)c(S(=O)(=O)N(C)CC(=O)NCc2ccccn2)c(C)c1	9	-7	-3	8	1	-16	2	-2	-5
CC1CC(=O)N(c2ccc(N(C)Cc3ccccc3)c([N+](=O)[O-])c2)C1=O (configuration not stated)	-2	-10	1	0	-6	4	8	-1	0
CCOC(=O)C1=C(C)N(CCCCCC(=O)O)C(=O)NC1c1cccc([N+](=O)[O-])c1 (configuration not stated)	-13	7	0	0	1	-2	3	-3	0
Cc1ccc(C)c(N2C(=N)S/C(=C\c3ccc(-c4ccccc4C(=O)O)o3)C2=O)c1	-12	4	5	19	-43	8	6	-14	6
CCn1c(SCC(=O)Nc2ccc3c(c2)OCCO3)nnc1-c1ccncc1	16	7	-4	2	1	-5	-3	-5	-5
C=CC[C@H](CC(=O)NCCO)C(=O)N[C@@H](COC(=O)[C@@H](CC=C)Cc1ccc(F)cc1)Cc1ccccc1	.	.	.	7	.	7	1	2	.
COCc1cc(=O)n2c(-c3ccccc3OC)n[nH]c2n1	-1	3	-4	8	6	21	6	-2	-4
Cc1cccc(Nc2nc(-c3ccc(O)cc3O)cs2)n1	-16	-10	-7	0	1	13	13	0	-1
O=C(COC(=O)c1ccc(O)cc1O)Nc1ncc(Cl)cc1Cl	-32	-8	1	3	10	-2	2	-1	3
CC(=O)N1c2ccc(S(=O)(=O)N3CCC(C(=O)N4CCN(c5ccccc5F)CC4)CC3)cc2CC1C (configuration not stated)	-8	-11	2	4	5	12	1	-2	20
COc1ccc(C(c2nnnn2C2CCCCC2)N2CCN(c3ccc(OC)cc3)CC2)cc1 (configuration not stated)	-5	-19	1	1	-2	-6	3	1	12
COc1ccccc1C(=O)N/C(=C\c1ccc(Br)cc1)C(=O)NCCC(=O)O	-27	-5	3	11	7	6	0	-1	-3
Cc1nn(C)c(Oc2ccc(Cl)cc2)c1C=O	11	8	-1	-5	1	12	7	-3	8
Cc1ccc(NC(=O)CCC(=O)c2cccs2)c(O)c1	6	0	3	1	3	8	8	0	8
O=C(c1ccc(F)c(S(=O)(=O)N2CCOCC2)c1)N1CCc2ccccc21	-1	5	1	-6	-3	9	3	4	1
Cc1ccc([N+](=O)[O-])cc1NC(=O)CSc1nncc2ccccc12	13	8	-5	5	14	1	3	-1	-3
COC(=O)c1c(NC(=O)C2CC2)sc2c1CCCC2	9	11	-4	-5	10	-3	4	1	-3
COc1ccc(OC)c(NC(=O)C2CCN(c3cc(-c4ccccc4)nc4ncnn34)CC2)c1	-10	11	1	-3	2	19	5	1	7
Cn1c(=O)c(Oc2ccc(Cl)cc2)c(O)c2ccccc21	-6	4	2	0	1	-3	6	-6	4
CCOc1ccc(C)cc1-n1nc2ccccc2n1	7	-4	2	19	3	-8	0	-4	7
CC(C)Cn1c(CCC(=O)O)ccc1-c1cccs1	0	-3	-4	-4	2	-2	9	-3	0
CCCNC(=O)NC(=O)CSc1nc2cc(C(=O)OC)ccc2c(=O)n1-c1ccccc1	-2	-6	-2	-4	2	9	0	0	1
O=C(CC1C(=O)NCCN1C(=O)c1ccc([N+](=O)[O-])cc1)Nc1ccc(F)cc1 (configuration not stated)	3	2	3	3	-12	10	5	1	10
COc1ccc(C=O)cc1COc1ccccc1F	-11	6	0	-3	-6	-9	0	2	0
Brc1ccc(-c2noc(C3CCCCC3)n2)cc1	-7	-7	6	-1	3	-2	11	2	10
COc1ccc(NC(=O)C2CCN(C(=O)c3ccccc3)CC2)c(OC)c1	-12	2	-3	-44	1	5	10	-4	2
Cc1ccc(C(=O)NNC(=O)COc2ccc(Cl)cc2C)o1	-5	.	-1	5	.	0	2	-2	-1
COc1ccc(NC(=O)CSc2nn3c(=O)c(C)nnc3s2)cc1	23	15	-2	12	21	1	3	0	-4
O=C(/C=C/c1cccc(Cl)c1)c1nc2ccccc2[nH]1	-6	11	-15	-15	0	1	-4	1	-22

(continued)
SMILES	ZTA DNA inh	EBNA-1 inh	LYPLA1 counter	PAFAH2 FP inh	GSTO1 inh	PREPL inh	PAFAH1B3 inh	PAD4 FP inh	LYPLA2 inh
COc1ccc2cc(C(=O)Nc3ccc(F)cc3)sc(=O)c2c1OC	3	-1	-6	-6	-4	-9	-3	-6	-4
COc1ccc(Oc2ccc(C(F)(F)F)cc2NC(=O)c2ccc(OC)cc2)cc1	-7	-14	-5	0	0	3	0	-6	-12
Cc1ccnc(NC(=O)c2ccc(NS(=O)(=O)/C=C/c3ccccc3)cc2)c1	1	14	-3	-5	-12	-9	5	-6	2
C=CCNCCCCOc1ccccc1-c1ccccc1	-4	-10	1	-8	5	-18	1	-2	-2
CCOc1ccc(C(=O)NCC(=O)N2CCC3(CC2)NCCc2[nH]cnc23)cc1	-3	3	-3	2	-13	-3	5	-4	-1
CCN(CC)c1ccc(/C=N/NC(=O)c2cc(C)nc3ccccc23)cc1	-5	-1	-1	11	4	3	11	4	0
S=c1[nH]nc(-c2cccs2)n1/N=C/c1cn(-c2ccccc2)nc1-c1cccs1	8	6	-6	.	-2	5	.	-2	-19
CCOC(=O)c1c(NC(=O)CN2CCN(C)CC2)sc(C(=O)Nc2ccccc2)c1C	3	-5	-4	8	3	7	-3	-2	-6
CCNS(=O)(=O)c1cc(OC)ccc1OC	3	-7	-1	1	-11	-11	1	0	0

Screening results deposited in PubChem by The Scripps Research Institute Molecular Screening Center.

Only part of the results is shown; rates above refer to the full screens.
